S100A4 inh HTS: inhibitors of human S100A4 binding to myosin IIA peptide; inhibition, % at 10.7 µM; P26447; S100A4/TAMRA-MyoIIA peptide fluorescence polarization; AID 652163; hit rate 0.14% among 360,000;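 active = mean inhibition of at least 70% across replicates, with every replicate also reaching that level; inconclusive = mean inhibition reaches 70% but some replicates fall short; inactive = mean inhibition below 70%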
Target sequence (P26447 whole entry, looked up): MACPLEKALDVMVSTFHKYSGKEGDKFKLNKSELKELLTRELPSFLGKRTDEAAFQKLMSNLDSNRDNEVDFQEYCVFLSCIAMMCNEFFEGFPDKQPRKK
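Test system – S100A4 monomer (human) · Compound – single-point compound testing · Schedule – 5 min incubation before reading · Probe or stimulus – TAMRA-labelled myosin IIA heavy-chain peptide probe, 5 nM · Benchmarks – neutral control DMSO, positive control TFP · Medium – Calcium-containing HEPES buffer, pH 7.2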
Xi reactivation: reactivates the inactive X chromosome in mouse fibroblasts; XiGFP mouse fibroblasts, % GFP-positive cells imaging, 3 d; cells co-treated with 5-aza-dC sensitizer; scaled so ellipticine positive control = 100%; AID 743238; activation, % at 7.58 µM; hit rate 0.055% among 360,000;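 active = mean normalized replicate activation at least 10% and every replicate at or above 10%; inconclusive = only one of the two criteria met; inactive = mean below 10% and not all replicates reach 10%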;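 note: 0% = median of on-plate neutral control wells and 100% = ellipticine 6 µM median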
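material = 68-5-11 XiGFP fibroblast line | medium = DMEM plus 5-aza-dC sensitizer | schedule = 3 days compound exposure | benchmarks = positive control ellipticine, 6 µM final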
LGR2 antag: blocks bursicon-induced cAMP signaling via Drosophila LGR2; hit rate 0.35% among 380,000; inhibition, % at 9.99 µM; HEK293 LGR2, CRE-luciferase, bursicon-stimulated, 4 h;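 active = drop in luminescence signal, shown as inhibition above about 50% in the replicate tests, limit read from the data, passing the limit was not always enough; inconclusive = probably only some replicates passing the limit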;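 note: agonist challenge used bursicon conditioned medium at about half maximal strength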
* marks the source's active call; other numbers are inactive results; ? = inconclusive. These rows are one share of the data. The share of hits here may be higher or lower than overall.

#	canonical_smiles	LGR2 antag	Xi reactivation	S100A4 inh HTS
1	COC(=O)C1(NC(=O)NC2CCCCC2)CCCCC1	-10	0.0	5
2	CCCCOCC1CN(CCCC)S(=O)(=O)c2c(cccc2N2CCCCC2)O1 (centres undefined)	-3	0.0	-14
3	CN(C)C(=O)C[C@@H]1C=C[C@H](NC(=O)C2CCOCC2)[C@H](CO)O1	11	0.2	-9
4	C#CCOCCOCCOCCNc1nc(N2CCN(C(=O)[C@H](Cc3ccc(O)cc3)n3cc([C@@H](N)CC(C)C)nn3)CC2)nc(N2CCN(C(=O)[C@H](Cc3cc4ccccc4[nH]3)n3cc([C@@H](N)CC(C)C)nn3)CC2)n1	7	-0.2	1
5	O=C(OCC(=O)N1CCOCC1)c1c(Cl)ccc(Cl)c1Cl	-3	0.1	2
6	COC(=O)[C@]12CCCCC=C1N(Cc1ccccc1)C(=O)[C@H](CC(=O)NCCCN1CCCC1=O)C2	-23	0.5	2
7	O=C1c2c(-c3ccc(Br)cc3)noc2CCN1Cc1cn(-c2ccccc2)nn1	-14	0.0	1
8	CCOC(=O)[C@]12CCCC=C1N(Cc1ccccc1)C(=O)[C@H](CC(=O)NCCCCc1ccccc1)C2	16	0.1	2
9	CCN(CC)CCN(Cc1cc2cc3c(cc2[nH]c1=O)OCO3)C(=S)NCc1ccco1	-4	0.0	-2
10	COC(=O)[C@@]1(Cc2ccc(F)cc2)[C@H]2c3cc(C(=O)N(C)C)n(Cc4ccsc4Br)c3C[C@H]2CN1C(=O)c1ccccc1	17	0.0	-11
11	O=C(Nc1ccc(-c2csc(Nc3ccc(Cl)cc3)n2)cc1)c1cccc(C(F)(F)F)c1	-11	-0.1	3
12	COC(=O)c1ccc(COc2ccc(NC(C)=O)cc2)o1	-13	0.1	-4
13	C=CCCC1CN(Cc2ccc(OC)cc2)S(=O)(=O)c2c(Oc3cc(C)c(C)c(C)c3)cccc2O1 (centres undefined)	3	0.1	3
14	COc1ccc(CN2C[C@H](COCc3ccccc3)Oc3cccc(N4CCCC4)c3S2(=O)=O)cc1	-5	0.0	-1
15	C#CCOCCOCCOCCNc1nc(N2CCN(C(=O)[C@H]([C@@H](C)CC)n3cc([C@@H](N)CO)nn3)CC2)nc(N2CCN(C(=O)[C@H](CCCCN)n3cc([C@@H](N)CC(C)C)nn3)CC2)n1	9	-0.3	-3
16	CCOC(=O)[C@]12CCC=C1N(Cc1cccc3ccccc13)C(=O)[C@H](CC(=O)NCc1cccs1)C2	-10	0.8	0
17	O=C1NC[C@H](CCCCN2C[C@H](Cc3ccccc3)N(Cc3ccccc3)C(=O)C2=O)N(CCC2CCCCC2)C1=O	5	-0.2	-2
18	C=C1C[C@@H]2C[C@@H]2CN(S(=O)(=O)c2ccc(C)cc2)[C@@H]1COCc1ccccc1	9	0.0	14
19	C[C@@H]1NS(=O)(=O)c2cccc(Cl)c2O[C@@H]1c1ccccc1	1	0.1	-5
20	Cc1oc2c(c1C(=O)N1CCC(C)CC1)C(=O)c1ccccc1C2=O	13	0.2	3

Next section.
#	canonical_smiles	LGR2 antag	Xi reactivation	S100A4 inh HTS
21	C[C@@H](C(=O)Nc1ccc2ccccc2c1)[C@H]1C[C@]1(C)[C@H](NS(=O)(=O)c1ccccc1)c1ccccc1	-4	0.0	-49
22	COC(=O)[C@]12CCCCC=C1N(Cc1ccccc1)C(=O)[C@H](CC(=O)N1CCCCC1)C2	-4	0.3	-2
23	CCCCOCC1CN(CCCC)S(=O)(=O)c2c(Oc3ccc(C)cc3)cccc2O1 (centres undefined)	5	0.0	-1
24	CCOC(=O)[C@]12CCCC=C1N(Cc1cccc3ccccc13)C(=O)[C@H](CC(=O)NCC13CC4CC(CC(C4)C1)C3)C2	0	-0.1	-1
25	CCCCC[C@@H]1CCCCC[C@@H](O)C[C@H](O)[C@H](O)/C=C/C(=O)O1	-17	0.1	-3
26	COC(=O)[C@@]1(Cc2ccc(F)cc2)[C@H]2c3cc(C(=O)N(C)C)n(CCc4ccccn4)c3C[C@H]2CN1C(=O)c1ccccc1	-6	0.0	-3
27	Fc1cccc(Cc2c(-c3ccccc3)nc3c4ccccc4ccn23)c1	-39	0.0	-1
28	CCOC(=O)[C@]12CCCC=C1N(Cc1ccc(Cl)cc1Cl)C(=O)[C@H](CC(=O)NCc1cccs1)C2	-3	0.8	6
29	CCCCOCC1CN(CCCC)S(=O)(=O)c2c(Oc3ccc(OC)cc3)cccc2O1 (centres undefined)	16	0.0	-1
30	CSc1ccc(Oc2cccc3c2S(=O)(=O)N([C@H](C)c2ccccc2)C[C@@H](COCc2ccccc2)O3)cc1C	5	0.0	-1
31	Cn1c(=O)c2c(nc(Sc3ccccc3N)n2C)n(C)c1=O	-1	0.1	2
32	Cc1ccc(/C=N/NC(=O)c2nnn(-c3nonc3N)c2CSc2ccccc2)cc1	-9	0.2	-1
33	c1ccc(COc2ccccc2CNC2CCCC2)cc1	3	0.0	-1
34	O=C1NC[C@H](CCCCN2CCN(CCC3CCCCC3)C(=O)C2=O)N(CC2CCCCC2)C1=O	-27	-0.2	5
35	N#C/C(=N\Nc1ccc([N+](=O)[O-])cc1)C(N)=S	?	0.0	-11
36	CSc1ccc(Oc2cccc3c2S(=O)(=O)N(C2CC2)C[C@@H](COCc2ccccc2)O3)cc1C	0	0.1	-2
37	Cc1ccc(Nc2ccc([N+](=O)[O-])ccc2=O)cc1	-1	0.1	-14
38	C#CC[N+](C)(C)CC#Cc1ccc(C)cc1	5	0.1	3
39	O=S1(=O)c2c(cccc2N2CCCC2)O[C@H](COCc2ccccc2)CN1C1CC1	1	0.1	8
40	CC(C)C[C@H]1CN(CCCC[C@H]2CNC(=O)C(=O)N2CCC2CCCCC2)C(=O)C(=O)N1CC1CCCCC1	-2	-0.1	4

Single records, from the list above:
C[C@@H](C(=O)Nc1ccc2ccccc2c1)[C@H]1C[C@]1(C)[C@H](NS(=O)(=O)c1ccccc1)c1ccccc1 across the screens: LGR2 antag = -4; Xi reactivation = 0.0; S100A4 inh HTS = -49
CCOC(=O)[C@]12CCCC=C1N(Cc1ccc(Cl)cc1Cl)C(=O)[C@H](CC(=O)NCc1cccs1)C2 across the screens: LGR2 antag = -3; Xi reactivation = 0.8; S100A4 inh HTS = 6

Continued:
#	canonical_smiles	LGR2 antag	Xi reactivation	S100A4 inh HTS
41	CC(C)C[C@H]1COc2c(Cl)cccc2S(=O)(=O)N1	-3	0.0	0
42	CCOC(=O)[C@]12CCCC=C1N(Cc1ccc(Cl)cc1Cl)C(=O)[C@H](CC(=O)N1CCSCC1)C2	21	0.0	2
43	O=C1NC[C@H](CCCCN2C[C@H](Cc3ccccc3)N(CCc3ccccc3)C(=O)C2=O)N(CCC2CCCCC2)C1=O	0	-0.1	1
44	Cc1ccccc1CN1C(=O)CSCC1(C)C(=O)NC(C)C (centres undefined)	-2	0.1	28
45	COC(=O)[C@@]1(Cc2ccc(F)cc2)[C@H]2c3cc(C(=O)N4CCCC4)n(Cc4ccc(C)c(F)c4F)c3C[C@H]2CN1C(=O)c1ccccc1	21	0.0	2
46	COc1ccc([C@H]2CC(=O)C[C@@H](CCn3nnc4ccccc43)O2)cc1	-3	0.0	-4
47	CCOC(=O)[C@]12CCC=C1N(Cc1ccc(Cl)cc1Cl)C(=O)[C@H](CC(=O)NCCc1ccccc1OC)C2	14	-0.1	-6
48	CCCCN1CC(N2CCCC2)CS1(=O)=O (centres undefined)	13	0.1	-7
49	COc1ccc(OC)c(CN2C(=O)CN(S(C)(=O)=O)CC2(C)C(=O)NC(C)C)c1 (centres undefined)	-7	0.0	-2
50	O=C(CCn1cccc1)Nc1ccc(OC(F)(F)F)cc1	0	0.0	7
51	CCCCOCCCNC(=O)C[C@@H]1C[C@@]2(C(=O)OCC)CCC=C2N(Cc2cccc3ccccc23)C1=O	-29	0.3	4
52	Cc1nccc(-c2cccc(N/N=C(\C#N)C(=O)c3ccccc3)c2)n1	3	0.0	-5
53	CCCCC[C@H]1CCCCC[C@H](O)C[C@H](O)[C@@H](O)/C=C/C(=O)O1	-12	0.0	-2
54	Cc1cc(C(=O)NC(C)c2ccccc2)c2cc(F)ccc2n1 (centres undefined)	12	0.1	0
55	COc1cc(/C=N/NC(=O)CNS(=O)(=O)c2ccc(C)cc2)cc(OC)c1OC	-2	0.1	36
56	O=S1(=O)N=C2CCCCCN2C(c2ccccc2)N1 (centres undefined)	7	0.1	-3
57	COC(=O)[C@H](Cc1ccccc1)N1C[C@@H](N2CCC[C@H]2C)CS1(=O)=O	21	0.1	-8
58	CCCCCCCCN1C(=O)[C@H](CC(=O)NCCc2ccccc2OC)C[C@@]2(C(=O)OC)CCCCC=C12	-18	0.6	-4
59	COc1ccc(C(=O)NCC(=O)OCC(=O)Nc2sccc2C#N)cc1OC	30	0.0	-9
60	CC(C)(C)c1ccc(SC2=C[C@@]3(O)CC[C@@H](O)[C@@](Sc4ccc(C(C)(C)C)cc4)(C2=O)[C@H]3O)cc1	29	0.0	8
61	CCOC(=O)N1CCN(CC(=O)Nc2ccc(F)cc2)CC1	11	0.1	-7
62	CCOC(=O)[C@]12CCC=C1N(Cc1cccc3ccccc13)C(=O)[C@H](CC(=O)NCCCN1CCCC1=O)C2	-19	0.0	-3
63	COC(=O)[C@@]1(Cc2ccc(OC)cc2)[C@H]2c3cc(C(=O)N4CCCC4)n(CCO)c3C[C@H]2CN1C(=O)c1ccccc1	11	0.3	2

Ordered by SMILES length (low to high): part of the list above.
#	canonical_smiles	LGR2 antag	Xi reactivation	S100A4 inh HTS
48	CCCCN1CC(N2CCCC2)CS1(=O)=O (centres undefined)	13	0.1	-7
41	CC(C)C[C@H]1COc2c(Cl)cccc2S(=O)(=O)N1	-3	0.0	0
54	Cc1cc(C(=O)NC(C)c2ccccc2)c2cc(F)ccc2n1 (centres undefined)	12	0.1	0
59	COc1ccc(C(=O)NCC(=O)OCC(=O)Nc2sccc2C#N)cc1OC	30	0.0	-9
42	CCOC(=O)[C@]12CCCC=C1N(Cc1ccc(Cl)cc1Cl)C(=O)[C@H](CC(=O)N1CCSCC1)C2	21	0.0	2
45	COC(=O)[C@@]1(Cc2ccc(F)cc2)[C@H]2c3cc(C(=O)N4CCCC4)n(Cc4ccc(C)c(F)c4F)c3C[C@H]2CN1C(=O)c1ccccc1	21	0.0	2

Grouped by structure, the entries above containing a nitro group on carbon.
#	canonical_smiles	LGR2 antag	Xi reactivation	S100A4 inh HTS
35	N#C/C(=N\Nc1ccc([N+](=O)[O-])cc1)C(N)=S	?	0.0	-11
37	Cc1ccc(Nc2ccc([N+](=O)[O-])ccc2=O)cc1	-1	0.1	-14

Bioassay records deposited in PubChem by Broad Institute.
